MEP2 TOR yeast: yeast TOR pathway MEP2-GFP modulation; S. cerevisiae MEP2-GFP strain, flow cytometry GFP, 3 h; 100% = DMSO control level; GFP response vs DMSO, % at 10 µM; 0.51% of 330,000 active;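 active means GFP response versus DMSO above a set limit, roughly screen mean plus 3 SD, cut at about 180% in these data; inconclusive means fewer than 70 cells counted for a yeast strain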;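 further: median GFP fluorescence of the barcode-gated MEP2-GFP cells per well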
GRK2 inh: human GRK2 inhibition via aptamer displacement. bead flow cytometry, FAM-aptamer displacement from GRK2. inhibition of aptamer binding, % at 10 µM. 0.59% of 330,000 active. AID 488847;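 active means inhibition of aptamer binding above 40%, roughly 3 SD of noise, on plates passing a quality check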;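 further: median bead fluorescence of bound FAM aptamer so fluorescent compounds give negative values; no value below 0 was filed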
Target sequence (P25098 whole entry, looked up): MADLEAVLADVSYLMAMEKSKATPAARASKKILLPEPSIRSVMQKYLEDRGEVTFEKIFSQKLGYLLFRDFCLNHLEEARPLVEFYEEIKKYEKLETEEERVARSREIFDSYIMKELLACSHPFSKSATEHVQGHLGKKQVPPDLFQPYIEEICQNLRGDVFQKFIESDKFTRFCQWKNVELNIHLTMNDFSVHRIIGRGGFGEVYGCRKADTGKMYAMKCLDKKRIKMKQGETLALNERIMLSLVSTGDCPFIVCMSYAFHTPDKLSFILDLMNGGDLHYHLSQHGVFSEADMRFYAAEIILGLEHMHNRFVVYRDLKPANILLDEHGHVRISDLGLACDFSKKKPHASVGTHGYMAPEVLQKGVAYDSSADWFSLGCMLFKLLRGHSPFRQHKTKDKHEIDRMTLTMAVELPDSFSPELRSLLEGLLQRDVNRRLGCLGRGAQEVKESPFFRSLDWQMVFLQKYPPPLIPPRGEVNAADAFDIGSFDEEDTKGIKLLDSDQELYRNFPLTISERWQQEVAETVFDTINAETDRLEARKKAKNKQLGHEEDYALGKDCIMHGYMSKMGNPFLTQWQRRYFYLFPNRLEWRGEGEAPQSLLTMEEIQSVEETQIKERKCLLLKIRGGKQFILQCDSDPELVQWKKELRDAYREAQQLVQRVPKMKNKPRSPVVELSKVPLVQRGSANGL
LAP4-GFP MLPCN: modulators of TOR pathway LAP4-GFP in S. cerevisiae; 0.34% of 320,000 active; AID 2023; S. cerevisiae LAP4-GFP multiplex, flow cytometry GFP, 3 h; median GFP as percent of DMSO wells; GFP response vs DMSO, % at 10 µM;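 active means GFP response vs DMSO above a set limit, about the screen mean plus 3 SD, cut at about 150% in these data; inconclusive means under 70 cell events counted for the yeast strain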
AGP1 TOR yeast: yeast TOR pathway AGP1-GFP modulation; S. cerevisiae AGP1-GFP multiplex flow cytometry, 3 h; GFP as percent of DMSO wells; GFP response vs DMSO, % at 10 µM; 0.02% of 320,000 active; AID 2066;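 active means GFP response relative to DMSO above a set limit, near screen average plus 3 SD, cut at about 150% in these data; inconclusive means fewer than 70 cells counted for the yeast strain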;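 further: median GFP channel fluorescence of the gated AGP1 strain per well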
CIT2-GFP yeast: yeast TOR pathway CIT2-GFP modulation; S. cerevisiae CIT2-GFP strain, flow cytometry, 3 h; 100 means same as DMSO wells; AID 2029; GFP response vs DMSO, % at 10 µM; 0.065% of 320,000 active;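 active means GFP response relative to DMSO above a set limit, near the screen mean plus 3 SD, cut at about 150% in these data; inconclusive means Fewer than 70 cells measured for a yeast strain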;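 further: ratio of well median GFP fluorescence to mean of DMSO wells on the plate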
RPL19A TOR yeast: modulators of TOR pathway RPL19A-GFP in S. cerevisiae; AID 2025; percent response vs DMSO, % at 10 µM; S. cerevisiae RPL19A-GFP strain, flow cytometry, 3 h; active compounds read low; 0.3% of 330,000 active;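 active means percent response vs DMSO below 50%; inconclusive means fewer than 70 events counted for the yeast strain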;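 further: median channel GFP fluorescence of the barcoded RPL19A-GFP strain; ratio of sample median GFP to plate DMSO average so 100% = DMSO; lower means less RPL19A-GFP as with rapamycin TOR inhibition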
JMJD2C inh: human JMJD2C demethylase inhibition; GST-JMJD2C(1-420) H3K9me3 demethylation, DELFIA europium; inhibition, % at 2.35 µM; 0.069% of 330,000 active; AID 2099;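 active means more than half of a compound's replicate wells show inhibition beyond 50%, single wells judged on their own value; inconclusive means some, but no more than half, of replicates pass 50% inhibition; inactive means no replicate passes 50% inhibition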;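 further: signal counts dimethyl H3K9 product captured on neutravidin plate; 0% = median of DMSO wells and 100% = 0.3 times that DMSO median; strong numbers were not always called active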
Target sequence (Q9H3R0 1-420 limits assumed): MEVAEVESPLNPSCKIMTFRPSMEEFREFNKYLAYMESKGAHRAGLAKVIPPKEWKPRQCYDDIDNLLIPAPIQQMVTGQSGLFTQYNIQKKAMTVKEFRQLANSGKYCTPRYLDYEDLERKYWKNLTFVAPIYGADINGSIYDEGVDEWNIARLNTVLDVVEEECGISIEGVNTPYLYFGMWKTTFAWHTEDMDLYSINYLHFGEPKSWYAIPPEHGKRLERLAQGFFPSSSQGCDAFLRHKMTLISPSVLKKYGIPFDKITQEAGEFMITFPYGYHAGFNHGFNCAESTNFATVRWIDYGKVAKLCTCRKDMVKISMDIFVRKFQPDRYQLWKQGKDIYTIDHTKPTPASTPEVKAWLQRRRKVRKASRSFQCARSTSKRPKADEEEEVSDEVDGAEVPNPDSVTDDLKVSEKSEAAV
VLA-4 inh: inhibition in a human VLA-4 binding assay. P13612. VLA-4 expressing cells, ligand binding flow cytometry. inhibition, % (about 7 µM as worked out from the volumes in the protocol). 0.2% of 330,000 active; in the data active means inhibition above about 50%
The depositor's hits bear a star; u = inconclusive; x = no result given; [ ] = remark or other dose. An unsorted share of the library; about 1.7% have a hit in one of these screens.

Sample of the layout:
SMILES | MEP2 TOR yeast | GRK2 inh | LAP4-GFP MLPCN | AGP1 TOR yeast | CIT2-GFP yeast | RPL19A TOR yeast | JMJD2C inh | VLA-4 inh
CCn1c(=S)sc2c(=O)n(-c3ccccc3)c(SCC(=O)NCc3ccco3)nc21 | 109 | 3 | 109 | 111 | 105 | 107 | 1 | 2
Cc1ccc(-c2nnc(SCc3nc4ccccc4[nH]3)n2Cc2ccco2)cc1 | u | 0 | u | u | u | u | 0 | -10
Cn1c(=O)c2c(SCc3cccc(C(F)(F)F)c3)nc(-c3ccco3)nc2n(C)c1=O | 98 | 1 | 97 | 100 | 97 | 98 | 4 | -3

The listing, from the first entry:
SMILES | MEP2 TOR yeast | GRK2 inh | LAP4-GFP MLPCN | AGP1 TOR yeast | CIT2-GFP yeast | RPL19A TOR yeast | JMJD2C inh | VLA-4 inh
CCn1c(=S)sc2c(=O)n(-c3ccccc3)c(SCC(=O)NCc3ccco3)nc21 | 109 | 3 | 109 | 111 | 105 | 107 | 1 | 2
Cc1ccc(-c2nnc(SCc3nc4ccccc4[nH]3)n2Cc2ccco2)cc1 | u | 0 | u | u | u | u | 0 | -10
Cn1c(=O)c2c(SCc3cccc(C(F)(F)F)c3)nc(-c3ccco3)nc2n(C)c1=O | 98 | 1 | 97 | 100 | 97 | 98 | 4 | -3
Cc1cc(C(=O)Nc2cccc(O)c2)c(C)o1 | 99 | 1 | 95 | 100 | 103 | 93 | 1 | 2
O=C(NCCS(=O)(=O)N1CCCCCC1)c1ccc(F)cc1 | 93 | 5 | 109 | 99 | 88 | 91 | 3 | 8
Cc1sc2ncn(/N=C/c3ccco3)c(=O)c2c1C | 102 | 0 | 100 | 102 | 75 | 99 | 6 | -7
Cn1cc(S(=O)(=O)N2CCN(c3ccc(F)cc3)CC2)c(=O)n(C)c1=O | 96 | 1 | 102 | 99 | 101 | 98 | 2 | 6
CCOCCCNC(=O)c1ccc(NC(=O)C2=CSCCO2)cc1 | 113 | 2 | 105 | 107 | 101 | 107 | -17 | 6
Cc1cc(CNC(=O)c2ccc3c(c2)OCO3)c2ccccc2n1 | 104 | 5 | 105 | 108 | 101 | 101 | -17 | -3
CCn1nc(NC(C)=O)c2cc3cccc(C)c3nc21 | 104 | 5 | 95 | 98 | 102 | 106 | 9 | 0
Cc1csc(CN(C)C(=O)C2CCC(=O)N(CCN(C)C)C2)n1 (stereo not drawn) | 87 | 0 | 89 | 97 | 99 | 96 | -6 | 0
Cc1c(C(=O)N2CCOCC2)c(S(=O)(=O)Nc2ccc(C(C)C)cc2)c(C)n1C | 100 | 0 | 110 | 103 | 107 | 99 | 3 | 1
CCn1c(SCC(=O)Nc2nnc(C)s2)nc2c(c1=O)SC(C)C2 (stereo not drawn) | 93 | 0 | 102 | 95 | 89 | 95 | 0 | 2
COc1cc(/C=N/NC(=O)C(=O)NCc2ccco2)cc(Cl)c1O | 178*[may fluoresce violet] | 5 | 68[may fluoresce violet] | u | u | 51[may fluoresce violet] | -4 | -1
O=C(COc1ccc(Cl)cc1)N1CCN(C(=O)c2cccc(F)c2)CC1 | 125 | 2 | 96 | 105 | 93 | 98 | -14 | -1
N#C/C(=C\c1ccccc1)C(=O)NCc1ccc(F)cc1 | 93 | 2 | 108 | 105 | 100 | 98 | -9 | 3
Cn1c(=O)n(C)c2cc([N+](=O)[O-])c(N3CCN(C(=O)c4cccc(Cl)c4)CC3)cc21 | 94 | 2 | 85 | 99 | 99 | 104 | 1 | 6
Cc1c(C(=O)N2CCOCC2)c(S(=O)(=O)Nc2ccccc2)c(C)n1C | 106 | 5 | 89 | 96 | 96 | 98 | 1 | 20
Cc1cc(C)c2[nH]c(C(=O)Nc3ccc(F)cc3Br)cc2c1 | 107 | 0 | 84 | 93 | 101 | 103 | -8 | -7
CC(C)(C)NC(=O)c1cc(NC(=O)c2ccco2)cc(NC(=O)c2ccco2)c1 | 84 | 0 | 94 | 93 | 113 | 89 | 5 | -5
COC(=O)COc1cccc2c(=O)n(CC(=O)NCc3ccccc3)ccc12 | 102 | 2 | 106 | 110 | 102 | 105 | 6 | 14
Cc1cccc(C)c1OCCCN1CCOCC1 | 106 | 0 | 98 | 94 | 95 | 113 | 8 | 4
O=C(Nc1nnc(C2CC2)s1)C1Cc2ccccc2CN1C(=O)c1ccco1 (stereo not drawn) | 97 | 0 | 89 | 101 | 101 | 106 | -13 | 0
COc1ccc(NC(=O)CN2CCN(CC(=O)Nc3ccc(OC)cc3)CC2)cc1 | 101 | 3 | 96 | 104 | 102 | 102 | -3 | 0
COc1cc(S(=O)(=O)Nc2ccncc2)ccc1F | 94 | 1 | 80 | 86 | x | 92 | 25 | 11

(continued)
SMILES | MEP2 TOR yeast | GRK2 inh | LAP4-GFP MLPCN | AGP1 TOR yeast | CIT2-GFP yeast | RPL19A TOR yeast | JMJD2C inh | VLA-4 inh
O=C(CCC1N=C2c3ccccc3N=C(SCC(=O)NCc3ccco3)N2C1=O)NCc1ccco1 (stereo not drawn) | 98 | 11 | 87 | 91 | 83 | 94 | -1 | 4
CCCCN=Cc1sc2ccc(OCC)cc2c1O | 106 | 3 | 103 | 103 | 102 | 100 | 5 | 0
C=CCSc1nc(O)c(C2OC(=O)c3c2ccc(OC)c3OC)c(=O)n1-c1ccccc1 (stereo not drawn) | 99 | 0 | 95 | 106 | 92 | 98 | -16 | 2
COc1ccccc1CNC(=O)C1CCN(S(=O)(=O)c2ccc(N3CCCC3=O)cc2)CC1 | 100 | 1 | 102 | 101 | 97 | 96 | -5 | 33
O=C(NC1CCCC1)c1cc(S(=O)(=O)N2CCCC2)ccc1Cl | 105 | 0 | 107 | 103 | 98 | 103 | 7 | 13
O=C(COC(=O)c1ccccn1)Nc1cccnc1Cl | 99 | 1 | 114 | 111 | 96 | 99 | 9 | 13
COC(=O)c1[nH]c2ccc(C)cc2c1NC(=O)CN1CCN(c2ccccc2)CC1 | 102 | 0 | 99 | 100 | 93 | 97 | 97 | 10
Nc1ccc(C(=O)NC2CCSc3ccccc32)cc1[N+](=O)[O-] (stereo not drawn) | 100 | 0 | 98 | 100 | 96 | 102 | 8 | 5
CCOc1ccccc1NC(=O)N1CCCC1C(=O)Nc1nnc(CC)s1 (stereo not drawn) | 111 | 0 | 101 | 102 | 105 | 102 | -3 | 22
Cc1cc(Cl)ccc1N(CC(=O)N=Nc1c(O)[nH]c2ccccc12)S(C)(=O)=O | 100 | 0 | 101 | 103 | 104 | 98 | 9 | -11
COc1cc(C)c(/C=C(\C#N)C(=O)Nc2cccc(C)c2)cc1C(C)C | 102 | 0 | 96 | 93 | 93 | 99 | -36 | -1
CCc1nc(Nc2ccc(NC(C)=O)cc2)c2oc3ccccc3c2n1 | 105 | 2 | 103 | 105 | 100 | 96 | -8 | 7
S=c1[nH]c2ccccc2n1CCOc1ccccc1 | 106 | 1 | 100 | 89 | 90 | 99 | -3 | -2
Cc1cccc(C(C(=O)NC2CCCC2)N(C(=O)c2csnn2)C2CCCC2)c1 (stereo not drawn) | 103 | 1 | 87 | 92 | 98 | 92 | -17 | -5
C=CCSc1ncc(C#N)c(N)n1 | 90 | 1 | 96 | 99 | 86 | 101 | -1 | 2
O=C(O)CCN1C(=O)c2ccc(NC(=O)c3ccco3)cc2C1=O | 94 | 3 | 103 | 97 | 95 | 95 | 4 | 10
O=S(=O)(c1ccc(Br)cc1)N1CCN(c2ccccc2)CC1 | 104 | 4 | 100 | 96 | 102 | 104 | 14 | 0
CCc1nnc(NS(=O)(=O)c2ccc(NC(=O)c3ccc(Br)cc3)cc2)s1 | 108 | 1 | 92 | 98 | 103 | 102 | 2 | 0
O=C(Nc1nc(COc2ccccc2)cs1)C1CCC1 | 110 | 0 | 108 | 94 | 91 | 97 | -5 | -5
CCNC(=S)N1CCN(CCN2C(=O)c3cccc4cccc(c34)C2=O)CC1 | 111 | 1 | 99 | 108 | 108 | 105 | -8 | 2
CC(C)(C)OC(=O)N1CCC(Cc2cc(-c3cccc(Br)c3)no2)(C(=O)O)CC1 | 87 | 0 | 115 | 87 | 88 | 94 | 8 | -3
CCCn1c(-c2cccnc2Cl)nc2cc(Cl)c(Cl)cc21 | 96 | 0 | 105 | 84 | 87 | 97 | 5 | 22
Cc1cc(C)c(C(=O)OCC(=O)NCc2cccs2)c(C)c1 | 98 | 1 | 94 | 88 | 82 | 94 | 29 | 8
CSC[C@H](NC(=O)COc1cc2c(c3oc(=O)c(C)c(C)c13)CCC(C)(C)O2)C(=O)O | 101 | 1 | 84 | 93 | 97 | 100 | -2 | 16
Cc1cccc(OCc2nnc(SCC(=O)NC3CCCCC3)n2C)c1 | 101 | 0 | 95 | 96 | 101 | 102 | 11 | -1

Carrying on.
SMILES | MEP2 TOR yeast | GRK2 inh | LAP4-GFP MLPCN | AGP1 TOR yeast | CIT2-GFP yeast | RPL19A TOR yeast | JMJD2C inh | VLA-4 inh
Cc1ccc(C(=O)OCC(=O)Nc2cccc(Cl)c2C)c(O)c1 | 100 | 1 | 100 | 108 | 106 | 98 | -1 | 1
O=C(CCNS(=O)(=O)c1ccc(Br)cc1)NCc1ccc2c(c1)OCO2 | 98 | 2 | 96 | 92 | 101 | 96 | -4 | 0
Cn1c(SCC(=O)NC2CCCCC2)nnc1-c1cc2ccccc2o1 | 96 | 0 | 89 | 95 | x | 97 | -179 | -8
Cn1c(Cn2cnc(Cl)c2Cl)nc2ccccc21 | 98 | 3 | 100 | 97 | 100 | 100 | -26 | 1
CCn1c(Cc2ccc(OC)cc2)nc2ccccc21 | 105 | 6 | 102 | 104 | 103 | 103 | -5 | 2
COCCCn1c(SCC(=O)N(C)C)nnc1-c1ccccc1 | u | 99* | 79[may fluoresce red and violet] | u | u | u | 6 | 0
COCCN(C(=S)Nc1cccc(Cl)c1C)C(C)c1ccco1 (stereo not drawn) | 95 | 1 | 110 | 105 | 109 | 98 | 3 | -2
Cc1cc(N2CCN(c3ccccc3F)CC2)nc2cc(O)ccc12 | 103 | 1 | 88 | 109 | x | 106 | -7 | -4
COc1cccc(NC(=S)N(CCc2c(C)[nH]c3ccccc23)Cc2cccs2)c1 | 102 | 0 | 98 | 100 | 107 | 100 | -5 | 6
Cc1ccccc1CSc1nnc2ccc(-c3ccncc3)nn12 | 108 | 2 | 106 | 93 | 88 | 92 | -5 | 0
CC(=O)c1ccccc1NC(=O)CC1(CC(=O)O)CCCCC1 | 98 | 0 | 95 | 103 | 100 | 98 | 9 | 7
Cc1ccc(NC(=O)c2ccc(OCC3CCCO3)cc2)cc1 (stereo not drawn) | 102 | 2 | 105 | 100 | 101 | 107 | -16 | 5
CCCCNC(=S)NNC(=O)c1cc(C2CC2)nc2ccccc12 | 109 | 0 | 75 | 94 | 89 | 106 | 1 | 10
CCOC(=O)c1nc(Nc2ccc(N3CCOCC3)cc2)c2ccccc2n1 | 100 | 0 | 98 | 102 | 96 | 99 | -3 | 28
Cc1ccc(NCc2nnc(SCC(=O)Nc3cccc(O)c3)n2CC2CCCO2)c(C)c1 (stereo not drawn) | 107 | 5 | 106 | 100 | 103 | 104 | -1 | 0
Cc1ccc(-c2nc(CN(Cc3c(C)nn(C)c3C)C(C)C)c(C)o2)o1 | 92 | 1 | 114 | 100 | 97 | 99 | 5 | 0
O=C(CN1C(=O)C(=O)N(C2CCCC2)C1=O)Nc1ccc(Cl)cc1C(F)(F)F | 98 | 0 | 99 | 100 | 100 | 102 | 3 | 1
O=C1CC(c2cccnc2)c2cc3c(cc2N1)OCO3 (stereo not drawn) | 105 | 1 | 104 | 103 | 101 | 103 | 6 | -24
CCOC(=O)C(Oc1ccc2c(-c3ccccc3)cc(=O)oc2c1)c1ccccc1 (stereo not drawn) | 104 | 2 | 102 | 102 | 93 | 102 | -3 | 3

Screening data (PubChem)
